Yfh1-depleted yeast: mitochondrial function rescue without frataxin homolog – Friedreich's ataxia, plus single-dose screen, dose response (AID 1465). S. cerevisiae Yfh1-off respiration, WST-1 reduction, 72 h; higher fold induction means a stronger effect. fold induction at 50 µM; hits with a dose series show EC50 in µM. 0.074% of 220,000 active;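 active means fold induction of absorbance versus untreated yeast above a set limit, then at least 30% activation at any dose in follow-up; inconclusive means repeats straddling the limit, or above it without dose testing; inactive means fold induction below the set limit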;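 further: activators that raise dye reduction in frataxin-depleted yeast; strong numbers were not always called active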
GPR35 antagonists: GPR35 antagonists blocking zaprinast-driven arrestin recruitment, primary screen, imaging, U2OS, beta-arrestin-GFP, zaprinast agonist (AID 2058) | U2OS GPR35 beta-arrestin-GFP translocation imaging, zaprinast antagonism; higher % means a stronger effect | one-dose inhibition, % at 10 µM; IC50 in µM for titrated hits | 0.052% of 290,000 active;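 active means inhibition of at least 50% with at least 30 cells and total cytoplasm GFP at most 10,000,000; inconclusive means under 30 cells or total GFP of 10,000,000 plus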
Dengue-2 NS5 capping: Dengue-2 NS5 methyltransferase inhibitors, primary screen, biochemical, confirmation dose response (AID 588689); Dengue-2 NS5 methyltransferase capping enzyme assay, biochemical; higher % means a stronger effect; one-dose inhibition, % at 25 µM; IC50 in µM for titrated hits; 0.3% of 340,000 active; in the data active means a potency from the dose series; inconclusive means inhibition above about 29% without an active follow-up result
AID2073: inhibitors of Mint1-CaV2.2 protein interaction, biochemical, HTRF (AID 2073). inhibition, % at 20 µM, or IC50 in µM where a hit was titrated. HTRF protein-protein interaction, Mint1-CaV2.2; higher % means a stronger effect. 0.19% of 290,000 active; in the data active means inhibition mostly above about 51%, no sharp cut-off; inconclusive means no clear call, values can overlap the other calls; inactive means mostly below about 53%; further: some results filed as inactive read as strong as hits
Large T inhibition: SV40 large T antigen inhibitors, biochemical (AID 1903); SV40 large T antigen ATPase/helicase inhibition assay; higher % means a stronger effect; inhibition, % at 20 µM; hits with a dose series show IC50 in µM; 0.39% of 310,000 active; in the data active means a potency from the dose series; inconclusive means inhibition mostly from about 32% at the one dose, without a potency; inactive means the rest, 99 in 100 with inhibition below about 32%; further: strong numbers were not always called active
GPR55 antagonists: inhibition of LPI-stimulated GPR55 beta-arrestin translocation – imaging, U2OS, beta-arrestin-GFP, LPI agonist, primary screen (AID 2013); 0.13% of 290,000 active; U2OS GPR55 beta-arrestin-GFP translocation imaging, LPI antagonism; higher % means a stronger effect; inhibition, % at 10 µM; hits with a dose series show IC50 in µM;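 active means spots per cell inhibited over 60%, with over 100 cells counted and total cytoplasm intensity under 500,000; inconclusive means wells with under 100 cells, flagged as likely toxic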;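 further: U2OS cells stably carrying GPR55 and arrestin-GFP stimulated by 5 µM LPI near EC80; imaged beta-arrestin-GFP aggregate spots per cell after agonist stimulation; plate controls were LPI-stimulated DMSO wells for no effect and DMSO wells without LPI for full effect; some results filed as inactive read as strong as hits; confirmed hits need IC50 under 10 µM and bright autofluorescent wells are also inconclusive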
NTR1 ag: agonists of NTR1, primary screen, imaging, U2OS cells, beta-arrestin-GFP, high content (AID 493036); NTR1-U2OS beta-arrestin-GFP spot imaging, agonist mode; P30989; 0.17% of 330,000 active; activation, % at 20 µM;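 active means activation at or above 40% of the spot to cytoplasm intensity ratio, with at least 20 cells analyzed; inconclusive means wells under 20 cells, flagged as cytotoxic or low count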;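 further: 0% = DMSO without peptide and 100% = 100 nM NTR1 peptide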
Target sequence (P30989 whole entry, looked up): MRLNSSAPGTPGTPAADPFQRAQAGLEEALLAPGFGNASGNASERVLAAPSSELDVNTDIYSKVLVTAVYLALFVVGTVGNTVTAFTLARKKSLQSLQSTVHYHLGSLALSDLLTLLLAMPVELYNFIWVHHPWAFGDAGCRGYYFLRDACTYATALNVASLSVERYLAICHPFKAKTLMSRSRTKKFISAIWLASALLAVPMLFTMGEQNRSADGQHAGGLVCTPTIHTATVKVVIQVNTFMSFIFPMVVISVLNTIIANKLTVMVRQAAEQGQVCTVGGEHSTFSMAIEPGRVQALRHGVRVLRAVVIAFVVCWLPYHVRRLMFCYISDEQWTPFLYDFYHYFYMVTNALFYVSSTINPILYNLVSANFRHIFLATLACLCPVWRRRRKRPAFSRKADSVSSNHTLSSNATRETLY
MgcRacGAP inhibition: MgcRacGAP GTPase-activating activity inhibitors, confirmation, biochemical, ADP Hunter fluorescence. MgcRacGAP-stimulated Rac1 GTP hydrolysis, ADP Hunter fluorescence; higher % means a stronger effect; GST-tagged Rac1 F28L mutant substrate. one-dose inhibition, % at 30 µM; IC50 in µM for titrated hits. 0.6% of 340,000 active. AID 624330;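 active means first-screen hits whose inhibition reached a set limit at any dose in the follow-up dose series; inconclusive means inhibition above the set first-screen limit but never retested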;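 further: fluorescence reports GDP produced by GAP-driven GTP hydrolysis; strong numbers were not always called active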
GPR55 beta-arrestin: GPR55 agonists via beta-arrestin recruitment, primary screen, imaging, U2OS cells, beta-arrestin-GFP redistribution (AID 1961); U2OS GPR55 beta-arrestin-GFP redistribution imaging; higher % means a stronger effect; activation, % at 10 µM, or EC50 in µM where a hit was titrated; 0.048% of 290,000 active;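 active means activation above 40% with more than 50 cells counted in the well; inconclusive means wells holding fewer than 50 cells, flagged as toxic or sparse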;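 further: U2OS osteosarcoma cells stably expressing GPR55 and beta-arrestin-GFP; plate controls were DMSO negative control for no effect and LPI positive control for full effect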
NTR1 ag cell count 20 µM: also measured in NTR1 ag; calls as there; cell count; measured here: cell count, cytotoxicity flag
Dengue-2 NS5 capping pilot replicate: also measured in Dengue-2 NS5 capping; calls as there; inhibition, %; measured here: pilot screen replicate inhibition
Starred values were filed as active, the others as inactive; i = inactive; ? = inconclusive; . = not tested or not shown.

SMILES	Yfh1-depleted yeast	GPR35 antagonists	Dengue-2 NS5 capping	AID2073	Large T inhibition	GPR55 antagonists	NTR1 ag	NTR1 ag cell count 20 µM	MgcRacGAP inhibition	GPR55 beta-arrestin	others
N/C(=N\OC(=O)c1ccc2ccccc2c1)c1cccc([N+](=O)[O-])c1	i	5%	-1%	1%	26%	5%	1.1	44	10%	0.0%
Cn1c(-c2cccc(OCc3ccccc3)c2)nc2c1c(=O)[nH]c(=O)n2Cc1ccccc1	i	-9%	-12%	10%	4%	-19%	5.2	49	9%	0.2%
CCCN1CCN(CC(=O)Nc2nnc(CC)s2)CC1	.	3%	-1%	?	7%	3%	0.2	58	0%	-0.1%
CCCCCC1CC(CC#CCN2CCOCC2)C(=O)O1 (stereo unspecified)	i	-2%	-6%	-8%	-6%	7%	-2.2	45	8%	-0.5%
O=c1c2cc(NC(=S)NC3CCN(Cc4ccccc4)CC3)ccc2nc2n1CCCCC2	i	-7%	-13%	-12%	21%	8%	0.7	64	11%	-0.1%
O=C(NC1=NCCS1)C12CC3CC(C1)CC(C(=O)NC1=NCCS1)(C3)C2	i	-7%	1%	-5%	5%	10%	2.8	32	11%	-0.1%
Cc1ccc(C(C#N)N2CCOCC2)cc1 (stereo unspecified)	i	-10%	-5%	-2%	3%	14%	.	.	-1%	-0.3%
Cc1ccccc1C(=O)O/N=C(\N)c1ccc([N+](=O)[O-])cc1	.	4%	9%	4%	3%	5%	0.1	42	-2%	-0.2%
Cc1cc(C(=O)NNC(=O)CN2C(=O)NC(C)(c3ccccc3)C2=O)c(C)o1 (stereo unspecified)	.	.	4%	.	55%	.	0.5	37	6%	.
CCCCCCn1nc(C(=O)N(CCOC)c2c(N)n(CCCC)c(=O)[nH]c2=O)c2ccccc2c1=O	.	.	-3%	.	21%	.	0.8	70	5%	.
CCCNC(=O)CSc1nnc(-c2ccco2)n1C	i	4%	-4%	-1%	-5%	-15%	-1.8	62	8%	-0.2%
CC(=O)Nc1cccc(/C(C)=N/NS(=O)(=O)c2ccccc2)c1	i	-13%	.	-8%	9%	1%	1.2	79	.	0.2%
c1ccc(Nc2nc(NCCN3CCOCC3)nc(Nc3ccccc3)n2)cc1	.	9%	-1%	5%	28%	2%	1.7	71	-8%	-0.1%
CN(C(N)=S)c1ccccc1	i	-11%	1%	8%	4%	0%	-1.0	50	10%	0.1%
CC(C)c1nnc(NC(=O)C2CCCN2C(=O)Nc2ccccc2F)s1 (stereo unspecified)	i	7%	-5%	2%	16%	0%	-1.0	67	5%	-0.1%
Cc1cc(=O)oc2cc(OC(C)C(=O)NCC3CCCO3)ccc12 (stereo unspecified)	i	8%	-4%	-1%	1%	7%	-1.0	47	6%	0.3%
CN1CCN(/C(=N\O)c2nonc2N)CC1	i	15%	4%	0%	-18%	9%	-0.4	90	3%	-0.1%
Cn1c(O)c(C2=c3ccccc3=NC2=O)sc1=Nc1ccc(Cl)cc1	i	7%	3%	10%	3%	1%	12	82	6%	0.2%
Clc1ccc(CSc2ccc(-c3ccco3)nn2)cc1	i	2%	-2%	-3%	22%	3%	-0.3	54	7%	0.5%
CC(C)c1ccc(/C=C2\Oc3c(ccc(O)c3CN3CCN(C)CC3)C2=O)cc1	i	-8%	-11%	30%	10%	2%	1.3	54	5%	0.2%
CC1CN/C(=C\C(=O)c2ccc(Br)cc2)C(=O)N1 (stereo unspecified)	i	14%	3%	-4%	0%	7%	-0.2	57	4%	-0.5%
CC(C)(C)C1CCc2sc(-c3nnc(CCl)o3)cc2C1 (stereo unspecified)	i	8%	-6%	-10%	21%	-4%	2.8	53	6%	-0.4%
COc1cccc(C(C(=O)NC2CCCCC2)N(C(=O)c2csnn2)C2CC2)c1 (stereo unspecified)	.	-18%	3%	-11%	4%	1%	0.6	55	8%	-0.2%
O=C(NCCc1cn2ccsc2n1)C1CCCCC1	i	3%	2%	-6%	9%	13%	3.0	43	-3%	-0.1%
CCN(CC)S(=O)(=O)c1ccc2c(c1)c(=O)c(C(=O)N1CCc3ccccc3C1)cn2C	i	-4%	0%	0%	-6%	11%	-1.2	85	2%	-0.1%
COc1cc(S(=O)(=O)Nc2ccc(Br)cc2)ccc1N	i	-15%	-5%	-9%	17%	-8%	2.5	47	10%	-0.6%
COc1ccc(-n2nc3c(c2NC(=O)C(C)C)CSC3)cc1	.	-6%	-5%	-2%	9%	2%	-0.6	53	-1%	-0.2%
Cc1ccc(C(=O)N/N=c2\oc3ccccc3cc2C(N)=O)cc1	.	-29%	-1%	15%	6%	15%	2.1	72	7%	-0.2%
Cc1ccccc1C(=O)N1CCC(C(=O)Nc2nccs2)CC1	i	-6%	-3%	-10%	15%	3%	0.5	44	5%	-0.5%
Cc1c(C(=O)NC(C)c2ccccc2)c(-c2ccccc2)nn1-c1ccccc1 (stereo unspecified)	i	9%	.	-3%	8%	14%	1.2	84	11%	0.0%
COC(=O)C1CSc2[nH]c(=O)sc2C1c1ccc(OC)c(OC)c1 (stereo unspecified)	i	4%	-6%	-27%	10%	7%	-1.1	43	12%	-0.1%
COc1ccc(NC(=O)CSc2nnnn2C)cc1	i	9%	-1%	5%	5%	4%	1.5	62	1%	-0.1%
O=C(COC(=O)c1cn(-c2ccccc2)nc1-c1ccccc1)Nc1ncc(Cl)cc1Cl	i	-2%	18%	8%	22%	9%	4.2	91	6%	-0.1%
O=C(CNC(=S)N(Cc1ccccc1F)C1CCCCC1)NCCN1CCOCC1	i	18%	3%	-38%	5%	14%	0.9	48	6%	-0.6%
O=C(O)COCC(=O)Nc1ccc(OCCc2ccccc2)cc1	.	-9%	3%	-4%	14%	13%	0.9	68	13%	-0.2%	Dengue-2 NS5 capping pilot replicate=4.5
CN(C)c1ccc(-c2nnc(-c3ccccc3F)o2)cc1	.	-9%	1%	27%	3%	-4%	3.0	73	17%	0.1%
O=C1NC(=O)/C(=C/C(=O)N2CCOCC2)S1	i	11%	-3%	-6%	4%	9%	7.3	89	7%	-0.1%
COc1ccc2oc(C(=O)OCC(=O)NCCc3ccccc3)c(C)c2c1	.	.	-8%	.	20%	.	3.8	61	8%	.
COc1ccc(-c2cc(N)n(S(=O)(=O)Cc3ccccc3)n2)c(OC)c1	i	-6%	-1%	-5%	8%	6%	0.6	85	4%	0.0%
Nc1nn(-c2cccc(F)n2)cc1-c1ccccc1	i	-10%	-7%	-4%	28%	18%	0.8	85	4%	-0.3%
Cc1ccc(C(=O)NCC(c2ccc(F)cc2)N2CCOCC2)cc1 (stereo unspecified)	i	-11%	0%	6%	8%	7%	-2.2	46	11%	0.3%
COc1ccc(NC(=O)NN(C(=O)c2ccccc2)C(C)(C)C)cc1	i	-7%	-6%	-5%	3%	4%	1.9	36	7%	0.4%
CN(C)S(=O)(=O)c1ccc2c(c1)C(CC(=O)O)OC2=O (stereo unspecified)	i	4%	-1%	2%	5%	-3%	0.3	76	0%	-0.1%
O=C(COC(=O)c1ccccc1O)Nc1cccnc1Cl	i	-1%	1%	-3%	1%	-2%	0.9	36	1%	0.1%
c1ccc(-c2cn(C[C@H]3CC[C@@H]([C@@H]4CC[C@H](Cn5cc(-c6ccccc6)nn5)O4)O3)nn2)cc1	.	-2%	-17%	8%	8%	9%	-0.9	44	-2%	-0.2%
O=C1CSC(c2ccccc2)N1CC(O)c1ccc([N+](=O)[O-])cc1 (stereo unspecified)	i	-5%	-15%	14%	1%	19%	1.3	88	13%	0.2%
CC(O)[C@H]1CC[C@H]2[C@@H]3CC[C@H]4C[C@H](O)CC[C@]4(C)[C@H]3[C@H](O)C[C@]12C (stereo partly specified)	.	.	-3%	.	-3%	.	1.2	68	7%	.
O=C(CCS(=O)(=O)c1ccccc1)N1CCN(c2cccc(C(F)(F)F)c2)CC1	.	-8%	-3%	-2%	1%	13%	1.9	57	2%	-0.1%
Nc1cc(N)nc(SCC(=O)c2ccc3c(c2)NC(=O)CO3)n1	i	2%	-7%	-24%	8%	-1%	0.5	32	5%	-0.2%
CC(=O)Nc1ccc(S(=O)(=O)Nc2nccs2)cc1	.	16%	2%	1%	8%	-2%	-0.8	52	15%	0.3%
CC(C)Cn1c(N)c(C(=O)CSc2nc3ncc(Cl)cc3[nH]2)c(=O)n(C)c1=O	.	.	0%	.	14%	.	10	56	-4%	.
Cc1ccc(S(=O)(=O)Cc2ccc(C(=O)N3CCN(c4cc(C)ccc4C)CC3)o2)cc1	i	7%	-6%	4%	5%	11%	.	.	10%	-0.1%
CCCN1CCC(=O)N([C@H](COc2ccccc2)Cc2ccccc2)CC1	.	8%	8%	0%	-2%	-6%	-0.1	85	-10%	0.4%
Cc1sc2ncnc(N3CCC(C(=O)Nc4cc(Cl)ccc4Cl)CC3)c2c1C	.	.	-4%	.	8%	.	12	73	-3%	.
CCCOc1ccc(C(=O)Nc2nc(C)c(Cc3ccc4c(c3)OCO4)s2)cc1	i	-6%	-3%	9%	6%	5%	1.0	68	-15%	-0.4%
CCCOC(=O)c1ccc(NC(=O)c2cn(CC)c3nc(C)ccc3c2=O)cc1	.	-1%	.	23%	-3%	8%	.	.	.	-0.1%
COc1ccc(NC(=O)[C@H](NC(=O)[C@@H]2Cc3ccccc3CN2)c2ccccc2)cc1	.	-8%	-6%	6%	13%	1%	0.1	63	9%	-0.1%
Cc1cc(C)c2c(CN3CCCCC3)cc(=O)oc2c1	.	12%	0%	10%	20%	-1%	1.7	89	7%	0.0%
COc1ccccc1N(C(=O)CNC(=O)c1ccco1)C(C(=O)NCC1CCCO1)c1ccccc1 (stereo unspecified)	.	-3%	-5%	4%	9%	12%	-0.4	52	6%	0.8%
CN(CC(=O)Nc1ccccc1)CC(=O)Nc1ccccc1Cl	.	-2%	-5%	6%	6%	8%	-0.5	48	2%	0.0%
CCCCOc1ccc(/C=N/NC(=O)c2csc(C)c2C)cc1	i	-9%	4%	3%	-4%	-5%	0.8	67	17%	-0.2%
